Screening results deposited in PubChem by Broad Institute.
Casp6 inh: caspase-6 (human) enzyme inhibition; 350,000 tested, 0.53% active; AID 686996; inhibition, % at 12.5 µM; purified caspase-6, Z-VEID-R110 cleavage fluorescence;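 active = mean inhibition across replicates at least about 35%, with every replicate also reaching that limit, limit read from the data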;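 also: 0% = median of neutral control wells and 100% = no fluorescence left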
Target sequence (P55212 24-179 limits assumed): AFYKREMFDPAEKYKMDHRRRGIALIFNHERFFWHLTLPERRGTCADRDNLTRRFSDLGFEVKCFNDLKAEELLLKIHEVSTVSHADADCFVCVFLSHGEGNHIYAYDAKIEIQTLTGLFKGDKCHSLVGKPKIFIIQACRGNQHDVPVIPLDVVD
Target sequence (P55212 194-293 limits assumed): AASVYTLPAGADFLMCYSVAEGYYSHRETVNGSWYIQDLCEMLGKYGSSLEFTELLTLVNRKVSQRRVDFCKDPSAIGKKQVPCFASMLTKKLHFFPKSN
miR-122 sensor: blocks miR-122 activity in Huh7 sensor cells; Huh7 miR-122 Renilla luciferase sensor, 48 h; neutral wells = 0, positive control = 100; activation (reporter increase), % at 12.5 µM; 340,000 tested, 0.3% active;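 active = mean replicate activation score at least 90 and every replicate individually at or above 90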;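 also: higher luciferase means less miR-122 activity so hits act as miR-122 inhibitors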
PGC1a acetyl inh: modulators of PGC1a acetylation. AID 651687. 350,000 tested, 0.17% active. U2OS PGC1a acetylation, AlphaScreen anti-acetyl-lysine; with virally co-expressed GCN5 acetyltransferase. inhibition, % at 15.6 µM;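 active = every replicate shows inhibition of at least 40%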;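 also: 0% = neutral control wells and 100% = positive control wells; some results beyond the cut were filed as inactive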
LGR2 inh: blocks bursicon-induced cAMP signaling via Drosophila LGR2 | inhibition, % at 9.99 µM | 380,000 tested, 0.35% active | HEK293 LGR2, CRE-luciferase, bursicon-stimulated, 4 h;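 active = drop in luminescence signal, shown as inhibition above about 50% in the replicate tests, limit read from the data, passing the limit was not always enough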;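 also: agonist challenge used bursicon conditioned medium at about half maximal strength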
EWS-Fli inh: inhibitors of EWS/Fli oncoprotein transcriptional activity | AID 651661 | 350,000 tested, 0.67% active | inhibition, % at 12.6 µM | A673 NR0B1-luciferase reporter, viability-normalised;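 active = mean inhibition of at least 50% after viability correction, with every replicate also passing that limit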;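 also: firefly luciferase signal divided by Alamar Blue viability fluorescence both relative to DMSO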
Cneo AK release: Cryptococcus neoformans lysis via adenylate kinase release; C. neoformans lysis, adenylate kinase release luminescence, 4 h; normalised: neutral wells 0, clomiphene wells 100; lysis activity, % at 15 µM; 360,000 tested, 0.2% active;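 active = mean lysis activity across replicates of at least 80%, whatever share of replicates individually reach that level; inactive = mean lysis activity below 80%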
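Test system: log-phase Cryptococcus neoformans yeast cells. Input: 5 × 10^6 yeast cells/mL. Medium: fresh YPD growth medium. Doses: single dose. Incubation: static 4 h at 37 °C with compound, 1 h detection. Measured by: luminescent adenylate kinase detection reagent. Read-out: signal increase indicating cell lysis. Benchmarks: Clomiphene.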
FN deposit inh: fibronectin deposition inhibition. AH1F fibroblasts, Alexa488-fibronectin deposition fluorescence, overnight. inhibition, % at 12.6 µM. 350,000 tested, 0.086% active. AID 743247;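 active = mean inhibition across replicates of 30% or more, regardless of how many single replicates reach that level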;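 also: positive control wells lacked labelled fibronectin entirely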
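Material: AH1F fibroblasts assembling fluorescent fibronectin matrix; amount: 10000 AH1F cells/well; medium: DMEM, 2% serum; reagent: Alexa488-fibronectin, 24 nM final in well; dosing: single compound dose, delivered by pin transfer; incubation: 1 h adhesion, overnight exposure; detection: fluorescence after three HBSS washes, excitation 485 nm, emission 525 nm; measure: fibronectin deposition inhibition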
PAX8 reporter: PAX8 transcriptional activity inhibition. inhibition, % at 12.6 µM. 360,000 tested, 1.2% active. RMG-I TPO-luciferase reporter, SteadyGlo, 24 h;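 active = mean replicate inhibition at least 60% with every replicate also reaching 60%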;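 also: luciferase light reporting Pax8 driven TPO promoter activity; plate controls were median of neutral control wells for no effect and mitoxantrone controls for full effect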
* marks the source's active call; other numbers are inactive results; [ ] = remark or other dose.

Results for C[C@H]1CN([C@@H](C)CO)C(=O)Cc2cc(NC(=O)Cc3cn(C)c4ccccc34)ccc2O[C@@H]1CN(C)Cc1ccc(-c2ccccc2)cc1 ?
Casp6 inh: 3; miR-122 sensor: -5[16.7 µM]; PGC1a acetyl inh: 20; LGR2 inh: 7; EWS-Fli inh: 5

How did CCc1nc(SCC(=O)N2CCCC2)c2ccccc2n1 do in these assays?
Casp6 inh: 2; PGC1a acetyl inh: 4; LGR2 inh: 18; EWS-Fli inh: 0; Cneo AK release: 0

How did CCCN1CCc2c(sc3nc(SC)n(-c4ccccc4)c(=O)c23)C1 do in these assays?
Casp6 inh: 1; miR-122 sensor: -9; PGC1a acetyl inh: 3; LGR2 inh: -23; EWS-Fli inh: 17; Cneo AK release: -1; FN deposit inh: -3; PAX8 reporter: 21

Results for COc1ccc(OC)c(Cc2nnc(CCC(=O)N3CCCCC3)o2)c1 ?
Casp6 inh: 1; miR-122 sensor: -7; PGC1a acetyl inh: 1; LGR2 inh: -46; EWS-Fli inh: -42; Cneo AK release: -1; FN deposit inh: -4; PAX8 reporter: -22

Results for CC(Nc1nc(-c2cccnc2)nc2ccccc12)c1ccc(F)cc1 (configuration not stated) ?
Casp6 inh: 4; LGR2 inh: -14; EWS-Fli inh: 17; Cneo AK release: 14; FN deposit inh: -3; PAX8 reporter: 14

How did COc1cccc(-c2cc(N)nn2C(=O)Nc2ccc(Cl)cc2)c1 do in these assays?
Casp6 inh: -1; LGR2 inh: -24; EWS-Fli inh: -49; Cneo AK release: -4; FN deposit inh: 3; PAX8 reporter: -15

Results for COCCN(CCOC)C(=O)CC(=O)N(CCOC)CCOC ?
miR-122 sensor: -3; PGC1a acetyl inh: 3; Cneo AK release: 0; FN deposit inh: 4; PAX8 reporter: 5

Results for CC(=O)NC(CC(=O)NNC(=O)c1cccs1)c1ccccc1 (configuration not stated) ?
Casp6 inh: -4; miR-122 sensor: -2; LGR2 inh: -18; EWS-Fli inh: 4; Cneo AK release: 1; FN deposit inh: 4; PAX8 reporter: 6

Results for Clc1ccc(-c2nnn(Cc3nc4ccccc4s3)n2)cc1 ?
miR-122 sensor: 1; PGC1a acetyl inh: 1; Cneo AK release: -2; FN deposit inh: -3; PAX8 reporter: -32

Results for Cc1ccc(N=CC=C2OC(C)(C)C(C)(C)O2)cc1 ?
Casp6 inh: 2; miR-122 sensor: -1; PGC1a acetyl inh: -5; LGR2 inh: -28; EWS-Fli inh: -18; Cneo AK release: 4; FN deposit inh: -3; PAX8 reporter: -11

Results for CN(C)c1nc(C#N)nc(N(C)C)n1 ?
Casp6 inh: -1; miR-122 sensor: -3; PGC1a acetyl inh: -8; LGR2 inh: 6; EWS-Fli inh: 4; Cneo AK release: 0; FN deposit inh: -8; PAX8 reporter: 7

How did CC(C)C[C@H]1CN([C@@H](Cc2ccc(O)cc2)CN2CCCC2CN2C(=S)NC[C@@H]2Cc2ccccc2)C(=S)N1CC1CCCCC1 (some centres not stated) do in these assays?
Casp6 inh: -2; EWS-Fli inh: 1; FN deposit inh: -7; PAX8 reporter: 20

Results for CN1C(=O)c2cc(NC(=O)C3CCOCC3)ccc2OC[C@H]2O[C@H](CC(=O)NCc3ccc4c(c3)OCO4)CC[C@@H]21 ?
Casp6 inh: 5; LGR2 inh: -23; EWS-Fli inh: 1; Cneo AK release: 1; FN deposit inh: -1; PAX8 reporter: -22

What do the screens show for `COCC(=O)Oc1c(S(=O)(=O)c2ccc(C)cc2)c(C)nn1C(C)(C)C`?
Casp6 inh: 2; PGC1a acetyl inh: -9; LGR2 inh: -11; EWS-Fli inh: 4; Cneo AK release: 2; FN deposit inh: 0; PAX8 reporter: 10

How did Cc1ccc2cc(C)c(SCC(=O)Nc3ccc(S(=O)(=O)N4CCCC4)cc3)nc2c1 do in these assays?
Casp6 inh: -1; miR-122 sensor: 4; PGC1a acetyl inh: -6; LGR2 inh: 11; EWS-Fli inh: -8; FN deposit inh: -7; PAX8 reporter: 14

Results for O=C(Nc1ccc(S(=O)(=O)Nc2nccs2)cc1)c1cccc(F)c1 ?
Casp6 inh: 1; LGR2 inh: -3; EWS-Fli inh: 6; Cneo AK release: -1; FN deposit inh: -4; PAX8 reporter: 11

What do the screens show for `COc1ccc(CNC(=O)c2sc(=O)n(Cc3ccccc3OC)c2C)cc1`?
Casp6 inh: -2; LGR2 inh: 34; EWS-Fli inh: 3; Cneo AK release: -1; FN deposit inh: 6; PAX8 reporter: -5

How did CN(C)S(=O)(=O)c1cccc(C(=O)OCC(=O)NCc2ccccc2)c1 do in these assays?
miR-122 sensor: -3; PGC1a acetyl inh: 1; Cneo AK release: 1; FN deposit inh: -1; PAX8 reporter: 5

How did CCO[C@@H]1OC(C(=O)NC2CC2)=C[C@H](c2ccc(Br)cc2)[C@H]1CCCO do in these assays?
Casp6 inh: 3; miR-122 sensor: -1; PGC1a acetyl inh: -3; LGR2 inh: 1; EWS-Fli inh: 10; Cneo AK release: 3; FN deposit inh: -3; PAX8 reporter: 13

Results for Cc1cccc(-c2nc3c(c(SCC(=O)N4CCOCC4)n2)COC(C)(C)C3)c1 ?
Casp6 inh: -2; miR-122 sensor: -8; PGC1a acetyl inh: -1; LGR2 inh: -9; FN deposit inh: -1; PAX8 reporter: 21

Quoted at random: 3 entries already listed
Results for CN(C)c1nc(C#N)nc(N(C)C)n1 ?
Casp6 inh: -1; miR-122 sensor: -3; PGC1a acetyl inh: -8; LGR2 inh: 6; EWS-Fli inh: 4; Cneo AK release: 0; FN deposit inh: -8; PAX8 reporter: 7

What do the screens show for `COc1ccc(CNC(=O)c2sc(=O)n(Cc3ccccc3OC)c2C)cc1`?
Casp6 inh: -2; LGR2 inh: 34; EWS-Fli inh: 3; Cneo AK release: -1; FN deposit inh: 6; PAX8 reporter: -5

Results for COCCN(CCOC)C(=O)CC(=O)N(CCOC)CCOC ?
miR-122 sensor: -3; PGC1a acetyl inh: 3; Cneo AK release: 0; FN deposit inh: 4; PAX8 reporter: 5

Further entries:
Results for CCC(C)NC(=O)c1ccc(NS(=O)(=O)c2ccc3[nH]c(=O)[nH]c3c2)cc1 (configuration not stated) ?
Casp6 inh: 1; miR-122 sensor: -2; LGR2 inh: 3; EWS-Fli inh: 6; Cneo AK release: -3; FN deposit inh: 8; PAX8 reporter: 1

Results for CC(=O)N(C)C1=C(O)c2ccccc2C(=O)C1=O ?
miR-122 sensor: -2; PGC1a acetyl inh: 14; Cneo AK release: 1; FN deposit inh: -16

What do the screens show for `CC1(C)N=C(c2ccc(Cl)cc2)C(=O)N1`?
Casp6 inh: 11; miR-122 sensor: -6; PGC1a acetyl inh: 8; LGR2 inh: 4; EWS-Fli inh: -4; Cneo AK release: -2

What do the screens show for `COc1ccc(CN2CCNC(=O)C2CC(=O)N(C)CC2CCOCC2)c(F)c1` (configuration not stated)?
Casp6 inh: -2; LGR2 inh: -3; Cneo AK release: 0; FN deposit inh: 1; PAX8 reporter: -1

What do the screens show for `CCc1ccc2[nH]c(=O)c(CN(CCCN3CCOCC3)C(=O)Nc3ccc(F)cc3)cc2c1`?
miR-122 sensor: 5; PGC1a acetyl inh: -9; LGR2 inh: -3; Cneo AK release: -1

How did Clc1cccc2sc(N3CCOCC3)nc12 do in these assays?
miR-122 sensor: -3; PGC1a acetyl inh: -3; Cneo AK release: 2; FN deposit inh: -6; PAX8 reporter: -122

What do the screens show for `CC(=O)Nc1ccc2c(c1)C(=O)N(C)[C@H]1CC[C@H](CC(=O)NCc3ccccc3)O[C@@H]1CO2`?
Casp6 inh: 0; miR-122 sensor: 5[16.7 µM]; PGC1a acetyl inh: 3; LGR2 inh: 3; EWS-Fli inh: 0; Cneo AK release: -6; FN deposit inh: -19; PAX8 reporter: -1

What do the screens show for `O=C(O)c1ccc2c(c1)C(=O)N(c1cccc3ccccc13)C2=O`?
Casp6 inh: -2; LGR2 inh: -5; EWS-Fli inh: 11; Cneo AK release: 2; FN deposit inh: 1; PAX8 reporter: 28

How did Cc1c(NC(=O)C(C)OC(=O)c2c3c(nc4ccccc24)CCC3)c(=O)n(-c2ccccc2)n1C (configuration not stated) do in these assays?
Casp6 inh: 8; LGR2 inh: -13; EWS-Fli inh: 8; FN deposit inh: 4; PAX8 reporter: 73*

What do the screens show for `COc1ccc(-c2cc(=O)oc3cc(OCC(=O)NCCN4CCOCC4)ccc23)cc1`?
Casp6 inh: 0; miR-122 sensor: 4; LGR2 inh: -16; Cneo AK release: -2; FN deposit inh: -3; PAX8 reporter: -1

Results for C[C@@H]1CN([C@@H](C)CO)C(=O)Cc2cc(NC(=O)C3CCCCC3)ccc2O[C@H]1CN(C)Cc1ccc(Oc2ccccc2)cc1 ?
Casp6 inh: 0; miR-122 sensor: -15[16.7 µM]; PGC1a acetyl inh: -14; LGR2 inh: 4; EWS-Fli inh: 14; Cneo AK release: 0; PAX8 reporter: 39

Results for CC(C)CN(C(=O)CCNC(=O)c1ccc(Cl)cc1)C1CCS(=O)(=O)C1 (configuration not stated) ?
Casp6 inh: -3; miR-122 sensor: -5; LGR2 inh: 6; EWS-Fli inh: 4; Cneo AK release: -2; FN deposit inh: 3; PAX8 reporter: 5

How did COc1ccc(NC(=O)Cn2c(-c3ccccc3)cc(C(C)=O)c2C)c(OC)c1 do in these assays?
Casp6 inh: -4; LGR2 inh: 2; EWS-Fli inh: 3; FN deposit inh: -1; PAX8 reporter: 22

Results for COc1ccc(-c2ccnc3nc(/N=C/N(C)C)nn23)cc1 ?
Casp6 inh: 2; LGR2 inh: 2; EWS-Fli inh: 8; FN deposit inh: -7; PAX8 reporter: -4

Results for CCOC(=O)c1cc2ccccc2n1CC(=O)c1ccccc1 ?
Casp6 inh: 0; miR-122 sensor: 3; LGR2 inh: 10; EWS-Fli inh: 0; Cneo AK release: -6; FN deposit inh: -3; PAX8 reporter: 22

How did CCOC(=O)CCc1c(C)c(C#N)c2nc3ccccc3n2c1-n1ccnc1C do in these assays?
miR-122 sensor: -7; PGC1a acetyl inh: 2; Cneo AK release: 2; FN deposit inh: 11; PAX8 reporter: -4

What do the screens show for `Cc1cc(C)n(CC(O)COc2ccc(F)cc2)n1` (configuration not stated)?
Casp6 inh: 0; miR-122 sensor: 0; PGC1a acetyl inh: 1; LGR2 inh: 12; EWS-Fli inh: -2; Cneo AK release: 2; FN deposit inh: -11; PAX8 reporter: -2

Results for CN1C(=O)c2cc(NC(=O)c3ccc(F)c(F)c3)ccc2OC[C@@H]2O[C@@H](CC(=O)N[C@@H]3CCN(Cc4ccccc4)C3)CC[C@@H]21 ?
Casp6 inh: -4; LGR2 inh: -4; EWS-Fli inh: -2; Cneo AK release: 0; FN deposit inh: 15; PAX8 reporter: 21

Results for CCCCCCn1c(=O)n2n(c1=O)C[C@]1(OC(=O)NC3CC3)CN(S(=O)(=O)c3ccc(C)cc3)C[C@]1(O)C2 ?
Casp6 inh: 2; miR-122 sensor: -5; PGC1a acetyl inh: -20; LGR2 inh: -3; EWS-Fli inh: 1; Cneo AK release: -3; FN deposit inh: 18; PAX8 reporter: -3

How did COc1ccc(-c2csc(N(CC3CCCO3)C(=O)c3ccccc3)n2)cc1 (configuration not stated) do in these assays?
Casp6 inh: 1; PGC1a acetyl inh: 4; LGR2 inh: -3; EWS-Fli inh: -2; PAX8 reporter: 18

What do the screens show for `O=C1[C@@H]2CSCN2C(=O)CN1Cc1c(F)cccc1Cl`?
Casp6 inh: -3; LGR2 inh: 7; EWS-Fli inh: -1; FN deposit inh: -8; PAX8 reporter: 10
